Source: PubChem BioAssay (several laboratories)
PRMT1 inh: PRMT1 (human) inhibition, primary screen; inhibition, % at 2.79 µM; recombinant PRMT1, activity-based probe fluorescence polarization; Q99873; hit rate 1.3% among 370,000;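 active = inhibition above about 21% made by adding two undisclosed values, limit read from the data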
MBD2 inh: blocks human MBD2 binding to methylated DNA. Q9UBB5. AID 686964. hit rate 0.31% among 370,000. inhibition, % at 4.4 µM. TR-FRET, MBD2 binding to methylated oligonucleotide; in the data active = inhibition above about 13%
NR1D1 modulator: modulators of human Rev-erb alpha DNA binding. activity, % at 10 µM. hit rate 0.79% among 370,000. Rev-erbα–FITC-DNA binding, fluorescence polarization, 90 min;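 active = activity above about 14%, limit read from the data; passing the limit was not always enough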;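 note: 0% = DMSO wells with 35 nM protein and 100% = DMSO wells with 750 nM protein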
Target sequence (P20393 whole entry, looked up): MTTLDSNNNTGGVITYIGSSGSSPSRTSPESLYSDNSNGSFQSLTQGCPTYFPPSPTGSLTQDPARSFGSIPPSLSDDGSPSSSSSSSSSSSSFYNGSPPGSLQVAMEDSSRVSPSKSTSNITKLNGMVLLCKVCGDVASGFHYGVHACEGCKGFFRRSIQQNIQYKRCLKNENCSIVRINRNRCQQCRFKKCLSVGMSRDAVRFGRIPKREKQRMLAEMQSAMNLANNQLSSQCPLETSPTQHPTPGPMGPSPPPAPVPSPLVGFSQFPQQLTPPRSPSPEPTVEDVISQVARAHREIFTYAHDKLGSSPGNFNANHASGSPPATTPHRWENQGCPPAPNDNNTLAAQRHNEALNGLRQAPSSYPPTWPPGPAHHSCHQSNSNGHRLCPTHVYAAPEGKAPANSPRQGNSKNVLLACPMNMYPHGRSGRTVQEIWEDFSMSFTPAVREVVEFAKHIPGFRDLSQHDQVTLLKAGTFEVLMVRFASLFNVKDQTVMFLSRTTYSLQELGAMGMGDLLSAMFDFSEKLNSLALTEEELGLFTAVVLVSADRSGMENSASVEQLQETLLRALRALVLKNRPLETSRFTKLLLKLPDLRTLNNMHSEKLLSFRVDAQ
TCR CD3 inh: inhibitors of human TCR-CD3 interaction; hit rate 0.37% among 360,000; TAMRA-labeled TCR probe fluorescence, biochemical; inhibition, % at 9.4 µM; AID 651800; in the data active = inhibition above about 19%;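 note: recombinant mutant TCR 2C K166C tagged with TAMRA read by polarization; 0% = receptor in buffer alone and 100% = receptor with positive control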
ABHD4 inh: ABHD4 (mouse) inhibition, primary FP screen | inhibition, % at 8.92 µM | Q8VD66 | purified mABHD4, FP-Rh probe fluorescence polarization | hit rate 0.54% among 370,000 | AID 720543;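 active = inhibition exceeding the mean over every tested compound plus 3 SD, cut at about 30% in these data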;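 note: 0% = plate median of compound wells and 100% = S159A mutant with DMSO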
Target sequence (Q8VD66 whole entry, looked up): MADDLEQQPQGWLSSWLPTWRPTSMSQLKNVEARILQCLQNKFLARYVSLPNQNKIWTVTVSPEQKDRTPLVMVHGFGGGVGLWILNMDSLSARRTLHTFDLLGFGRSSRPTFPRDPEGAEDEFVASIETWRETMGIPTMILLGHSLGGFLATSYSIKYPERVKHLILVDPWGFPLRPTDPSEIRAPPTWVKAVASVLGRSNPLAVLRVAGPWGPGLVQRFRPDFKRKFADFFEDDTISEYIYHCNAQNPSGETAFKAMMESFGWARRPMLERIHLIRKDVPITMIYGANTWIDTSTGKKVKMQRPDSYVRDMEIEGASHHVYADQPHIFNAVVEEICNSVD
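Material: mouse ABHD4 enzyme, wild type; Benchmarks: S159A mutant high control, sample median low control; Buffer or medium: HEPES pH 7.0, NaCl, Pluronic buffer; Signal: fluorescence polarization; Read-out: percent inhibition of probe binding, normalized to plate controls; Timing: pre-incubation 45 min, probe exposure 60 min, at 25 °C; Dosing: 8.92 µM, single dose.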
rCAG RNA binder: r(CAG) repeat RNA binding | hit rate 1.3% among 370,000 | inhibition, % at 3 µM | TO-PRO-1 dye displacement fluorescence;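 active = inhibition above the plate cutoff, the mean of all test compounds on that plate plus 3 SD, cut at about 35% in these data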;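 note: 0% = DMSO alone and 100% = 100 µM mitoxantrone as full dye displacement; higher means more dye released from RNA so lower well fluorescence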
UHRF1 MBD2 ctr: UHRF1 methyl-DNA binding inhibition; Q96T88; UHRF1 binding to methylated oligo, TR-FRET; AID 687016; hit rate 0.75% among 370,000; inhibition, % at 4.4 µM; in the data active = inhibition above about 21%;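 note: UHRF1 SRA domain binding a hemimethylated CpG hairpin DNA probe; 0% = median of test compound wells and 100% = reference inhibitor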
PG9 binder: binds the HIV-1 gp120 antibody PG9; AID 624416; hit rate 0.43% among 360,000; inhibition, % at 6.7 µM; TR-FRET gp120-PG9 antibody binding; in the data active = inhibition above about 8.5%
LEDGF integ inh: blocks HIV-1 LEDGF/p75-dependent DNA integration; hit rate 0.64% among 370,000; TR-FRET IN-LEDGF/p75 DNA integration, Eu/Cy5; inhibition, % at 3.7 µM; AID 743269;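 active = inhibition above the screen-wide mean plus 3 SD, cut at about 13% in these data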;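 note: signal is the Cy5 over europium emission ratio at 671 and 618 nm; 0% = plate median of compound wells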
HTRA1 inhibitor: HTRA1 (human) protease inhibition | Q92743 | recombinant HTRA1, FP-rhodamine activity-based probe, fluorescence polarization | inhibition, % at 5.96 µM | hit rate 0.5% among 340,000 | AID 504803; in the data active = inhibition above about 36%;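 note: 0% = enzyme with DMSO and 100% = wells lacking enzyme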
* = called active by the depositor; / = no result given. This is a subset; rates above refer to the full screens.

mol	PRMT1 inh	MBD2 inh	NR1D1 modulator	TCR CD3 inh	ABHD4 inh	rCAG RNA binder	UHRF1 MBD2 ctr	PG9 binder	LEDGF integ inh	HTRA1 inhibitor
COc1cccc(C2N(c3ccc(Cl)cc3)C(=O)C3CCCN32)c1 (stereo unspecified)	-2	8	-2	-6	-1	3	1	-0.4	0	-6
Cc1ccc(C(=O)NCCC2=CCCCC2)cc1S(=O)(=O)N1CCOCC1	3	-1	9	12	2	0	0	-0.4	3	0
O=c1[nH]c2ccccc2c(O)c1-c1cc2ccccc2oc1=O	7	-1	-2	2	2	1	0	-0.6	-3	/
C=COCCn1c(=N)n(CCC)c2ccccc21	0	-1	-2	1	1	8	1	0.2	1	3
CN1CCN(c2ccc(NC(=O)COc3ccc4ccccc4c3)cc2)CC1	-5	-3	8	7	11	-6	-6	-1.7	6	3
CC(=O)NCCNC(=O)c1oc2ccccc2c1CSc1ncn[nH]1	-3	0	-3	8	4	1	-1	0.0	-3	0
CCOC(=O)COc1cc(=O)n(CC)c2ccccc12	0	-1	1	11	7	-5	3	-0.1	2	4
CCCOc1ccc(N2C(=O)CC(SC(=NCC)NCC)C2=O)cc1 (stereo unspecified)	1	0	9	7	-5	0	-2	-2.2	5	2
CCOC(=O)CSc1nnc(CNC(=O)c2ccc(OC)cc2)n1Cc1ccccc1	-3	-2	1	5	-2	-7	2	-0.3	4	1
Oc1c(Cl)cccc1C=Nc1cc(C(F)(F)F)ccc1N1CCCC1	4	0	1	3	1	4	-4	0.1	-2	-4
CN1C(=S)SC(/[N+]([O-])=C\c2ccccc2)C1(C)C (stereo unspecified)	0	-3	3	9	4	1	-2	0.3	-3	-2
O=C(CCNS(=O)(=O)c1ccccc1Cl)N1CCN(c2ccccn2)CC1	-1	0	-2	-4	-3	-1	6	-1.4	8	8
O=C(COc1ccc(Cl)cc1Cl)N/N=C/c1ccc[nH]1	0	-2	1	-1	5	-1	-3	-3.8	0	-5
CCOC(=O)Cc1nnc(NC(=O)CSc2ccccc2)s1	1	-4	-2	4	-16	10	-1	-0.7	1	-9
F[B-](F)(F)COCc1ccccc1Br	-4	0	-1	4	80*	3	-3	-2.7	-1	0
CCC(CC)C(=O)c1c[nH]c(C(=O)NCc2ccccc2)c1	-3	-12	0	8	-1	-3	-4	-1.7	-1	-3
CC(C)C(=O)Nc1nnc(SCC(=O)N2c3ccccc3CC2C)s1 (stereo unspecified)	-2	2	-2	-2	-11	0	18	0.8	4	-7
O=C(NN=Cc1ccccc1)C(Oc1ccccc1)c1ccccc1 (stereo unspecified)	-1	-5	-1	-1	-10	2	-3	-1.1	-1	-16
CCOc1cc(N2CCOCC2)c(OCC)cc1NC(=O)c1ccc(OC)c(S(=O)(=O)N2CCOCC2)c1	-3	-5	8	4	-2	2	-2	-2.5	5	4
Cc1ccc(S(=O)(=O)Nc2nc(C)cc(-n3nc(C)cc3C)n2)cc1	1	-2	-4	4	-4	14	-2	0.4	1	-2

Of the compounds above, these have two or more sulfur atoms:
mol	PRMT1 inh	MBD2 inh	NR1D1 modulator	TCR CD3 inh	ABHD4 inh	rCAG RNA binder	UHRF1 MBD2 ctr	PG9 binder	LEDGF integ inh	HTRA1 inhibitor
CN1C(=S)SC(/[N+]([O-])=C\c2ccccc2)C1(C)C (stereo unspecified)	0	-3	3	9	4	1	-2	0.3	-3	-2
CCOC(=O)Cc1nnc(NC(=O)CSc2ccccc2)s1	1	-4	-2	4	-16	10	-1	-0.7	1	-9
CC(C)C(=O)Nc1nnc(SCC(=O)N2c3ccccc3CC2C)s1 (stereo unspecified)	-2	2	-2	-2	-11	0	18	0.8	4	-7

The list goes on:
mol	PRMT1 inh	MBD2 inh	NR1D1 modulator	TCR CD3 inh	ABHD4 inh	rCAG RNA binder	UHRF1 MBD2 ctr	PG9 binder	LEDGF integ inh	HTRA1 inhibitor
Oc1c(Cl)cc(Cl)cc1CNn1cnnc1	-1	4	5	11	-6	0	0	-1.3	3	2
N#Cc1ccc(COC(=O)c2ccc(N3CCCC3)c([N+](=O)[O-])c2)cc1	3	3	0	-4	2	2	1	-2.8	-6	-18
O=C1C(c2ccc(F)cc2)N(Cc2ccc3c(c2)OCO3)C(=O)CN1C1CCCC1 (stereo unspecified)	-1	-4	1	9	1	-7	-2	-1.0	-3	-6
CCC(C)NC(=O)c1cc2c(=O)n3ccccc3nc2s1 (stereo unspecified)	-5	-5	2	1	-4	-3	-2	0.5	2	-4
CC(C)N1CCN(C(=O)c2ccc([N+](=O)[O-])cc2)CC1	1	-3	5	10	3	0	2	-0.2	1	/
O=C(COc1ccccc1F)NCc1ccc(-n2cccc2)cc1	-1	-2	-3	2	-2	-3	-1	-0.9	-5	-3
O=C(CN1CCN(S(=O)(=O)c2ccccc2)CC1)Nc1ccccc1Cl	-5	-3	4	10	-9	-5	0	-0.7	3	-7
CCn1c(C)nnc1SCC(=O)Nc1nccs1	-3	3	-2	-7	0	-1	5	0.5	4	0
O=S(=O)(Nc1cccc(-c2ccc3nncn3n2)c1)c1cccs1	1	-2	-3	3	5	6	2	-2.4	-1	1
CCOC(=O)c1ccc(NC(=O)Cn2nnc(-c3ccc(F)cc3)n2)cc1	1	5	-3	-5	0	5	5	1.6	2	0
Cc1ccc(CNC(=O)CCS(=O)(=O)c2cc(Br)cc3c2N(C(=O)C2CC2)CC3)o1	48*	-2	-2	1	5	5	4	0.4	-2	3
COc1ccccc1N(CC(=O)N/N=C/c1ccccc1C(=O)O)S(C)(=O)=O	6	2	0	1	-4	-2	4	-0.9	-3	3
COc1ccc(/C=N/NC(=O)c2cc(-c3cccn3C)n[nH]2)cc1OC	6	2	-5	-8	-2	4	-2	3.8	0	-3
O=C(c1ccccc1Br)N1CCC(c2nc3ccccc3s2)CC1	-2	4	4	1	-3	-7	19	-0.7	3	-11
COc1ccc(C)cc1-n1c(SCC(=O)Nc2cc(C)on2)nc2sc(C)c(C)c2c1=O	4	3	11	6	-7	10	4	-15	3	-23
CCC(c1nnnn1Cc1ccccc1)N(Cc1cc2cc(OC)ccc2[nH]c1=O)CC1CCCO1 (stereo unspecified)	20	-13	-4	-12	-6	5	-10	2.2	-5	-3
COc1ccccc1CCN1CCCC(CN(C)C(=O)c2ccoc2)C1 (stereo unspecified)	-1	0	-5	-1	0	-5	3	1.2	-8	5
Cc1cc(OCCN2CCCCC2)nc2ccccc12	-1	1	-4	3	11	0	-2	0.2	0	/
CC(c1ccccc1)N1C(=O)c2ccc(C(=O)NCc3cccnc3)cc2C1=O (stereo unspecified)	-2	-2	0	1	4	-7	3	-2.1	2	-2
O=C(CN1C(=O)C2CCCCC2C1=O)Nc1ccc(OC(F)F)c(Cl)c1 (stereo unspecified)	1	-6	5	3	0	4	-1	-2.1	3	0
Cc1ccc(/C=N/OC(=O)c2nn(C)cc2Cl)cc1	2	1	-1	7	-3	-1	1	0.8	2	-5
Cc1ccc(NC2CCCN(C(=O)c3cc(C(C)C)[nH]n3)C2)cc1C (stereo unspecified)	3	6	-5	3	0	-8	-1	-1.6	-3	2
CN(C)c1ccc(/C=N/NC(=O)c2sccc2-n2cccc2)cc1	-1	-4	1	2	1	-2	-3	-3.8	-3	1
COc1ccccc1C(C(=O)NC1CCCC1)N(C(=O)c1csnn1)C1CC1 (stereo unspecified)	-1	-4	3	11	6	-3	-1	1.0	4	1
CCOc1ccccc1NC1=CC(=O)CC(c2ccccc2)C1 (stereo unspecified)	3	5	-1	-10	37*	1	9	-0.1	-6	-17
O=C1N[C@H](Cc2ccccc2)COC(=O)[C@@H](Cc2ccc(F)cc2)CC/C=C/C[C@H]1CC(=O)N(CCO)Cc1ccccc1	0	-4	-4	4	-7	3	-1	-0.1	0	-34
O=C(Nc1cnn(Cc2ccc(F)cc2)c1)c1noc2c1CCCC2	-1	-1	1	5	-6	-2	3	-1.9	-2	-2
Cc1cc(NS(=O)(=O)c2ccc(NC(=O)COc3ccc(Cl)cc3)cc2)no1	4	-2	-3	-1	-12	19	-3	-1.6	3	-14
CCN(CC)C(=O)c1ccc(Cn2cc([N+](=O)[O-])cn2)o1	2	4	1	-5	3	-1	2	-1.3	-6	1
Cc1ccc(-n2c(C)cc(C(=O)COc3cccnc3[N+](=O)[O-])c2C)cc1	1	2	0	-2	8	2	-5	-1.1	-2	-14
Cc1ncc([N+](=O)[O-])n1CC(=O)NC(C)(C)C	0	1	-1	-6	8	-3	0	-0.2	-2	-6
COc1ccc(CNC(=O)C(c2ccc(C)o2)N(Cc2cccs2)C(=O)Cc2cccs2)cc1 (stereo unspecified)	1	5	5	4	-6	0	-2	-2.5	0	-28
Cc1cccc(OCCC(=O)Nc2cc(S(=O)(=O)N3CCCCC3)ccc2N2CCOCC2)c1	0	2	-1	-1	-5	-2	0	-1.7	-1	-15
O=C(NCc1cccnc1)c1nc(-c2ccc(C(F)(F)F)cc2)no1	0	-5	-1	4	-4	-1	-2	-1.3	3	-5
COc1ccccc1C(=O)N1CCN(c2cccc(C(F)(F)F)c2)CC1	2	3	1	-1	-1	-7	2	-2.5	1	-5
COc1ccc(NC(=O)C2CCCN2C(=O)OC(C)(C)C)cc1 (stereo unspecified)	3	3	-2	3	1	-4	0	1.3	-1	0
O=C(c1ccc(CN2CCc3ccccc3C2)cc1)N1CCN(c2ccccc2)CC1	-2	-6	3	-3	-3	0	1	-4.0	-2	0
COc1ccc(CC(=O)OC(C)C(=O)Nc2ccc(Cl)cn2)cc1 (stereo unspecified)	-3	0	3	6	0	-2	-3	0.7	4	3
CCN(CCn1cccn1)C(=O)C1CCC(=O)N(CCN2CCOCC2)C1 (stereo unspecified)	6	6	-3	-3	-3	-2	5	-1.8	2	4
CN[C@@H](CO)C(=O)NC[C@H]1O[C@@H](n2cc(C)c(=O)[nH]c2=O)C[C@@H]1O	4	9	-2	3	3	1	12	1.3	-3	-3
COC(=O)[C@]12C[C@H](CC(=O)N3CCSCC3)C(=O)N(CCc3ccc(OC)c(OC)c3)C1=C[C@H](C(C)C)O[C@@H]2C1CC1	5	-5	-2	/	-5	2	1	/	1	/
CC(Sc1nc(-c2ccccc2)cs1)C(=O)Nc1ccc(Cl)cn1 (stereo unspecified)	-3	3	1	-2	-7	-3	-3	-1.1	1	-16
O=C(NNc1nc2ccc(F)cc2s1)c1cccc(F)c1	14	-3	4	-5	13	6	0	-0.5	1	11
Cc1cccc(Sc2ccc([N+](=O)[O-])cn2)c1	-3	-4	1	10	0	-4	0	-1.1	-1	-3
CC1CCCC/C1=N\NC(=S)Nc1ccccc1 (stereo unspecified)	-4	-4	-1	7	4	-2	-1	-2.1	0	-3
CN(C)c1ccc(C=c2c3ccccc3n3c2cc(-c2ccccc2)[n+]3C)cc1	0	22*	-15	-32	-178	20	41*	-16	12	-32
Cc1ccc(S(=O)(=O)N(C)/C(=N/S(=O)(=O)c2ccccc2)c2ccccc2)cc1	-3	-2	2	7	-2	0	0	-0.6	1	1
CC1(c2ccccc2)NC(=O)N(CC(=O)NC(=O)NC2CCCC2)C1=O (stereo unspecified)	-3	2	-6	4	-2	-7	0	0.9	-2	-6
Cc1cc(C)nc(NC(=O)C(c2ccccc2)c2ccccc2)n1	-2	-4	-2	-7	-12	-3	0	-3.9	6	5
